AHR activator – activates the human aryl hydrocarbon receptor; P35869; AHR-responsive luciferase reporter cells, luminescence; activation, % at 5 µM; actives 2.5% (n = 320,000); AID 2796; in the data active = activation above about 47%;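 also: 0% = vehicle wells and 100% = reference agonist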
Bcl-xL primary – inhibitors of human Bcl-xL; GST-Bcl-xL / FITC-Bim BH3 peptide fluorescence polarization; inhibition, % at 10.9 µM; actives 0.7% (n = 320,000); AID 2129;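 active = inhibition above the mean of all tested compounds plus 3 SD, cutoff set per campaign, cut at about 30% in these data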;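 also: 0% = DMSO wells and 100% = unlabeled Bim-BH3 peptide competitor; inhibitors lower millipolarization by displacing the labeled peptide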
PME-1 inh – PME-1 (human) inhibition; inhibition, % at 5.9 µM; actives 0.53% (n = 320,000); recombinant PME-1, FP-Rh probe fluorescence polarization; Q9Y570; AID 2130;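 active = inhibition above the campaign mean of all compounds plus 3 SD, cut at about 26% in these data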;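 also: competitive labeling of PME-1 active site by serine hydrolase directed probe; 0% = PME-1 with DMSO and 100% = wells lacking PME-1 enzyme; inhibitors block probe labeling so polarization falls and inhibition rises; many of its hits are not listed in these tables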
PAFAH1B2 inh – PAFAH1B2 (human) inhibition | inhibition, % at 3.39 µM | AID 492953 | actives 1.2% (n = 340,000) | recombinant PAFAH1B2, FP-rhodamine activity probe, fluorescence polarization | P68402;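 active = inhibition above the mean of all tested compounds plus 3 SD, cut at about 24% in these data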;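 also: 0% = enzyme with DMSO and 100% = wells lacking PAFAH1B2; many of its hits are not listed in these tables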
Fam108B counter – Fam108B inhibition, counter-screen for RBBP9 inhibitors. recombinant Fam108B, FP-Rh probe fluorescence polarization. inhibition, % at 9.51 µM. actives 0.33% (n = 300,000);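 active = inhibition above the screen mean inhibition plus 3 SD, computed separately per campaign, cut at about 18% in these data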;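 also: inhibitors lower polarization as less probe binds the enzyme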
MCL1-BIM inh – MCL1-BIM-BH3 interaction inhibition (human). actives 0.68% (n = 320,000). Q07820. inhibition, % at 10.9 µM. GST-MCL1 / FITC-Bim-BH3 fluorescence polarization;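 active = inhibition above the mean inhibition of all tested compounds plus 3 SD, set per campaign, cut at about 40% in these data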;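 also: 0% = DMSO wells and 100% = unlabeled Bim-BH3 peptide control; higher means more loss of mP so more displacement of Bim peptide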
pPAFAH inh – inhibitors of human plasma PAF acetylhydrolase (pPAFAH); Q13093; recombinant pPAFAH, FP-rhodamine probe fluorescence polarization; inhibition, % at 3.39 µM; actives 1.5% (n = 330,000);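 active = inhibition above the mean inhibition across the screen plus 3 SD, cut at about 25% in these data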;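 also: inhibitors block binding of the rhodamine activity-based probe so polarization drops; 0% = enzyme with DMSO and 100% = wells lacking pPAFAH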
Target sequence (Q13093 whole entry, looked up): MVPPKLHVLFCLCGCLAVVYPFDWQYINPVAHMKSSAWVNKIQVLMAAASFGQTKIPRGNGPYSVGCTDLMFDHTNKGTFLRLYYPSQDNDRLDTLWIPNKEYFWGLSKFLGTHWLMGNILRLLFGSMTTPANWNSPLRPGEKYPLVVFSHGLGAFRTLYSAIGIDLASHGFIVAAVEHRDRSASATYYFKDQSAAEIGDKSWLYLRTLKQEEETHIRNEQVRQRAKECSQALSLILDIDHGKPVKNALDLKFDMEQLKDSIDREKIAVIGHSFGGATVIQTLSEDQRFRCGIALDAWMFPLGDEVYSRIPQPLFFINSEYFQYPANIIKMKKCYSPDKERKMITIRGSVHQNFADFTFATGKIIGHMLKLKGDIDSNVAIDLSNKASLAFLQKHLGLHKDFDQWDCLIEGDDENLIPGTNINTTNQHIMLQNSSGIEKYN
MEX-5 binding – C. elegans MEX-5 TCR-2 RNA binding activity | MEX-5/FITC-TCR2 RNA binding, fluorescence polarization; active compounds read low | actives 0.38% (n = 300,000) | Q9XUB2 | activity score (negative = inhibition of binding), % at 10 µM;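 active = inhibition past about -25% in most replicates, and total fluorescence under double the plate's negative control median, limit read from the data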;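 also: 0% = DMSO and -100% = 5 µM competing unlabeled TCR2 RNA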
Target sequence (Q9XUB2 whole entry, looked up): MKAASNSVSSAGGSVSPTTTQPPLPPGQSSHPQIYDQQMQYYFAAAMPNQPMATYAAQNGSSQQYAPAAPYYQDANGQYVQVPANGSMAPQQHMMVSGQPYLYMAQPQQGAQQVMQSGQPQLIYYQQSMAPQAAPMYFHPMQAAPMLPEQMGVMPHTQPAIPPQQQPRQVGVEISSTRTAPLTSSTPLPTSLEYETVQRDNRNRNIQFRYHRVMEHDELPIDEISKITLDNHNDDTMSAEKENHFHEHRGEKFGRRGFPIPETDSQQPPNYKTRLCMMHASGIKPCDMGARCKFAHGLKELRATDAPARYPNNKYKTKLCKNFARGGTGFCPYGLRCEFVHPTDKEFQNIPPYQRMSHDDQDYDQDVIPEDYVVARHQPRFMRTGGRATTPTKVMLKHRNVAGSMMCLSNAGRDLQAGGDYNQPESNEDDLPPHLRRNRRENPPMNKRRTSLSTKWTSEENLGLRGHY
GLD-1 RNA inh – GLD-1-TGE RNA interaction inhibition (C. elegans); purified GLD-1 + fluorescein TGE RNA, fluorescence polarization; inhibition, % at 5.96 µM; AID 2280; Q17339; actives 0.44% (n = 320,000);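 active = percent inhibition above a per-plate cutoff, the plate mean of test compounds plus 3 SD, cut at about 30% in these data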;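 also: 0% = DMSO wells with GLD-1 and probe and 100% = wells lacking GLD-1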
* marks the source's active call; other numbers are inactive results; x = no result given; & = joins results of further samples.

smiles,AHR activator,Bcl-xL primary,PME-1 inh,PAFAH1B2 inh,Fam108B counter,MCL1-BIM inh,pPAFAH inh,MEX-5 binding,GLD-1 RNA inh
CCN(CC)CCNc1nc(SC)nc2sc3c(c12)CCN(C)C3,1,11,-7,1,11,9,3,0.4,2
CCCCN=CC1=C(O)CC(c2ccccc2)CC1=O (configuration not stated),6,10,2,2,-2,5,4,-0.6,-6
CC1=C(C(=O)N2CCOCC2)C(c2c(F)cccc2F)NC(=O)N1 (configuration not stated),12,-1,-2,-1,6,-6,1,0.0,-13
O=Cc1ccccc1Oc1nc(N2CCOCC2)nc(N2CCOCC2)n1,-2,7,1,4,-2,2,7,1.9,1
COc1cccc(C(=O)NCC2CCCN2S(=O)(=O)c2ccccc2)c1 (configuration not stated),5,3,-1,-1,4,9,-2,2.9,4
Cc1cc(C(=O)NNC(=O)c2cccs2)c(C)o1,0,2,6,-4,x,3,5,x,2
O=C(NNC(=S)Nc1cccc(Cl)c1)c1ccccc1,1,3,5,3,6,8,9,-1.7,-3
COc1ccc(-n2nc(C(=O)NCC(=O)NCc3ccc(F)cc3)c3ccccc3c2=O)cc1OC,1,-2,-58,-23,-39,-3,-4,-0.3,7

Next section, starting with the last two of the part before.
smiles,AHR activator,Bcl-xL primary,PME-1 inh,PAFAH1B2 inh,Fam108B counter,MCL1-BIM inh,pPAFAH inh,MEX-5 binding,GLD-1 RNA inh
O=C(NNC(=S)Nc1cccc(Cl)c1)c1ccccc1,1,3,5,3,6,8,9,-1.7,-3
COc1ccc(-n2nc(C(=O)NCC(=O)NCc3ccc(F)cc3)c3ccccc3c2=O)cc1OC,1,-2,-58,-23,-39,-3,-4,-0.3,7
CCOc1ccccc1CN1CCCC(C(=O)Nc2cccc(-n3cccn3)c2)C1 (configuration not stated),10,1,-6,1,7,3,-6,-1.8,1
COCCNc1nnc(Cc2ccc(Cl)cc2)c(=O)[nH]1,2,2,-6,8,-3,-1,4,0.6,2
Cc1sc2ncnc(N3CCN(S(=O)(=O)c4ccc(F)cc4)CC3)c2c1C,1,2,9,2,-2,18,2,-0.7,9
c1ccc(OCCN2CCN(Cc3nc(-c4ccc5c(c4)OCO5)no3)CC2)cc1,1,-1,6,2,0,2,-3,-1.3,4
COC(=O)c1sc(NC(C)=O)c(C(=O)OC)c1C,-1,4,2,1,-4,5,0,2.0,2
COc1ccc(OC)c2c1sc(=NC(=O)C(C)(C)C)n2C,16,0,3,1,6,2,-5,-1.6,-5
O=C(CN1CCN(c2ccccc2)CC1)Nc1ccc(-n2cnnn2)cc1,1,2,-3,2,-3,-3,3,1.6,4
CC(C)(C)C(O)C(Cc1ccccc1Cl)n1cncn1 (configuration not stated),1,3,-3,0,0,1,6,0.5,3
CCCN1CCN(CCCNC(=O)c2ccc3c(=O)n(CCc4ccccc4)c(=O)[nH]c3c2)CC1,1,-1,-4,4,-4,1,-2,0.7,4
CCCn1ncc(CN2CCN(CCc3ccccc3)C(CCO)C2)c1C (configuration not stated),2,5,2,0,-3,10,2,-1.7,1
COc1ccc(CCNC(=O)C2CC(=O)N(CCc3ccccc3)C2)cc1OC (configuration not stated),-1,6,0,0,4,3,2,1.0,1
CCN1CCN(c2cc(C)c3cc(NC(=S)NCCN(C)C)ccc3n2)CC1,-2,4,1,2,2,5,-1,1.0,-1
O=C(NC1CCN(Cc2ccccc2)CC1)c1ccccc1OCc1ccccc1,4,2,4,-1,1,6,3,2.4,-3
CCN=c1scc(-c2ccc3c(c2)NC(=O)CO3)n1N=C1CCCC1,-2,-6,-2,0&4,1,-14,17,-0.6,-6
CCn1c(SCC(=O)NCc2ccc3c(c2)OCO3)nnc1-c1ccncc1,-1,-20,-6,5,-1,-4,-4,1.5,-4
COc1ccc(-n2c(=O)c3c4c(sc3n(CC(=O)Nc3cc(C)[nH]n3)c2=O)CCCC4)c(OC)c1,3,1,-8,-3,1,6,-11,0.1,-3

(next part)
Value order: AHR activator | Bcl-xL primary | PME-1 inh | PAFAH1B2 inh | Fam108B counter | MCL1-BIM inh | pPAFAH inh | MEX-5 binding | GLD-1 RNA inh
- CCOP(=O)(OCC)C(NC(=O)c1ccc(OC)cc1)c1ccccc1 (configuration not stated)
 : 3 | 1 | -4 | 3 | -4 | -7 | 4 | -0.2 | -5
- N#C/C(=C\c1ccc(O)c(Br)c1)C(=O)N1CCCCC1
 : 1 | -1 | 11 | 1 | -1 | 8 | 7 | 0.2 | 3
- COc1ccccc1NC(=O)c1ccc(-n2cccn2)c([N+](=O)[O-])c1
 : 7 | 4 | -12 | 3 | 4 | 1 | -2 | -0.8 | -10
- CC[C@@H]1[C@H]2CCCC(=O)N3CC[C@@H](C[C@@H]1Nc1ccccc1)[C@@H]23
 : -1 | -2 | -3 | 1 | -1 | 0 | 0 | -5.4 | -1
- Cc1nc(SCc2nc3ccc(C(=O)c4ccccc4)cc3[nH]2)c2oc3ccccc3c2n1
 : 4 | x | x | -11 | x | x | -10 | x | -47
- OC1CCC(NC(=S)Nc2ccc(SC(F)F)cc2)CC1 (configuration not stated)
 : 6 | 9 | 1 | 1 | -2 | 5 | -1 | 1.6 | -3
- O=C(NCCCN1CCOCC1)c1ccc(Cl)s1
 : 3 | 6 | 1 | 2 | 1 | 7 | 3 | 2.9 | 6
- C[C@@H]1[C@H]2[C@@H](O[C@@H]3O[C@H](CO)[C@@H](O)[C@H](O)[C@H]3O)OC=C(C(=O)O)[C@H]2C[C@@H]1O
 : 0 | 6 | -5 | 6 | 2 | 7 | 0 | -1.8 | -1
- CCOC(=O)C[C@H]1c2cc(F)ccc2S(=O)(=O)N1c1ccccc1
 : -3 | 4 | 1 | 5 | 1 | -4 | -1 | -1.5 | -2
- COc1ccccc1N1CC(C(=O)Nc2ccc(C)c(S(=O)(=O)N3CCOCC3)c2)CC1=O (configuration not stated)
 : 1 | x | x | 0 | x | x | 8 | x | 1
- O=C(Nc1cc(Sc2nc3ccccc3s2)cc([N+](=O)[O-])c1)c1cccc(F)c1F
 : 16 | 3 | 11 | -13 | 19* | 14 | 23 | -0.9 | 7
- CCc1cc2ccc(C)c(C)c2nc1SCC(=O)Nc1cc(C)on1
 : 0 | -3 | -3 | 1 | -3 | 5 | -3 | 1.1 | -8
- Cc1cc(C)nc(-n2ncc3c2CC(c2ccccc2)CC3=O)n1 (configuration not stated)
 : 31 | 4 | 5 | 2 | -5 | 13 | -3 | -2.3 | -7
- CCOC(=O)N1CCN(C(=O)C2CC(=O)N(c3ccccc3)C2)CC1 (configuration not stated)
 : 0 | 0 | -5 | 3 | -1 | 5 | -3 | 1.5 | -1
- CN(C)c1ccc(C(=O)C(O)c2ccccc2)cc1 (configuration not stated)
 : 3 | -2 | -5 | -1 | -7 | 0 | -7 | -0.7 | 6
- CCC(C)c1ccccc1NC(=O)C(C)NCCN(C)C (configuration not stated)
 : 0 | -3 | -6 | -3 | 3 | -5 | 1 | -1.5 | 1
- CCOc1nc(NCc2ccco2)nc(Nc2ccc(OC)cc2)n1
 : 40 | 0 | 7 | -8 | 4 | -5 | -5 | 2.8 | 1
- Cc1cc(NC(=O)c2c(-c3ccccc3Cl)noc2C)no1
 : 1 | 2 | 2 | 2 | 2 | 3 | 3 | 0.6 | -1
- O=C(Nc1ccc(N2CCN(C(=O)c3cccs3)CC2)c(Cl)c1)c1cccnc1
 : -1 | 6 | -2 | -2 | 2 | 2 | 7 | -2.4 | 3
- O=C(NCCc1ccc(Cl)cc1)Nc1ccc(Cl)cc1
 : 1 | 1 | -2 | 9 | -2 | -2 | 3 | -1.1 | -2
- COc1ccc(OC)c(NC(=O)C23CC4CC(C2)CC(n2cnc(Br)n2)(C4)C3)c1
 : 7 | 3 | 2 | 2 | -1 | 3 | 3 | -0.3 | -3
- Cc1ccc(C(=O)OCC(=O)N(CCc2ccccc2)Cc2ccccc2)cc1S(=O)(=O)N1CCOCC1
 : 1 | 1 | 0 | -4 | -3 | 1 | -2 | -1.3 | 8
- CCCc1[nH]nc2c1C(c1ccncc1)C(C#N)=C(N)O2 (configuration not stated)
 : 4 | 11 | -5 | 0 | 6 | 6 | -4 | -6.4 | 2
- Cc1cnc(C(=O)OCC(=O)N(C)CC(=O)Nc2ccccc2Cl)cn1
 : -2 | -5 | 2 | -3 | 1 | -5 | 1 | -1.7 | 6
- CCCC(C(=O)NC1CCCC1)N(CC1CCCO1)C(=O)CNS(=O)(=O)c1ccc(F)cc1 (configuration not stated)
 : 2 | 0 | -2 | 2 | -3 | 0 | 7 | 1.5 | -6
- Cc1nnc(SCCn2c(Br)nc3c2c(=O)n(C)c(=O)n3C)s1
 : 3 | 6 | -5 | 4 | 2 | -1 | 1 | 2.6 | 4
- COCCN1C(=O)C(=O)/C(=C(/O)c2cccc(OC)c2)C1c1ccco1 (configuration not stated)
 : 0 | 1 | -4 | 8 | 2 | 3 | 2 | -1.7 | 7
- Cc1ccc(C2=NN(CC(=O)NCc3ccco3)C(=O)CC2)cc1
 : 5 | 5 | 1 | 3 | 1 | 3 | 3 | -2.5 | 3
- CCCNC(=O)CCc1cc(C(C)(C)C)c(O)c(C(C)(C)C)c1
 : 3 | 2 | -1 | -1 | -1 | 7 | 3 | 0.6 | 5
- CCCCOC(=O)C1=C(C)NC(=O)NC1c1ccccc1 (configuration not stated)
 : -2 | -6 | -4 | 6 | 3 | 5 | 3 | -0.7 | 9

Ordered by the number under MCL1-BIM inh (highest first): 7 of the compounds above
compound	MCL1-BIM inh
CCCNC(=O)CCc1cc(C(C)(C)C)c(O)c(C(C)(C)C)c1	7
CCCc1[nH]nc2c1C(c1ccncc1)C(C#N)=C(N)O2 (configuration not stated)	6
CCCCOC(=O)C1=C(C)NC(=O)NC1c1ccccc1 (configuration not stated)	5
COCCN1C(=O)C(=O)/C(=C(/O)c2cccc(OC)c2)C1c1ccco1 (configuration not stated)	3
O=C(Nc1ccc(N2CCN(C(=O)c3cccs3)CC2)c(Cl)c1)c1cccnc1	2
Cc1ccc(C(=O)OCC(=O)N(CCc2ccccc2)Cc2ccccc2)cc1S(=O)(=O)N1CCOCC1	1
CCC(C)c1ccccc1NC(=O)C(C)NCCN(C)C (configuration not stated)	-5

(next part)
Value order: AHR activator | Bcl-xL primary | PME-1 inh | PAFAH1B2 inh | Fam108B counter | MCL1-BIM inh | pPAFAH inh | MEX-5 binding | GLD-1 RNA inh
- CCCNCC1COc2ccccc2O1 (configuration not stated)
 : 1 | -1 | -6 | x | -1 | 5 | 3 | 1.5 | 6
- O=C(c1cc(-c2ccc(Cl)cc2)n(-c2cc(Cl)ccc2Cl)n1)N1CCOCC1
 : 6 | 3 | -6 | -7 | 6 | 7 | 2 | 2.1 | 3
- Brc1cccc(CNc2nc3ccccc3n2CCN2CCCCC2)c1
 : 3 | -2 | 5 | 4 | 3 | -3 | 3 | 1.2 | 5
- Clc1ccc(/C=N/c2c(-c3ccc(Cl)cc3)nc3n2CCS3)cc1
 : 2 | 2 | 1 | 1 | 9 | 5 | -2 | x | 3
- COc1ccc(N(CC(=O)Nc2nccs2)S(=O)(=O)c2c(C)nn(C)c2C)cc1
 : 10 | 1 | 6 | -1 | 2 | 2 | 4 | x | 2
- CC(C(=O)Nc1ccc2c(c1)OCCO2)N(c1ccccc1)S(C)(=O)=O (configuration not stated)
 : 2 | 3 | -7 | -2 | 0 | 2 | -2 | -1.3 | 2
- CCCCCCC(=O)Nc1ccc(Br)cn1
 : 1 | 2 | -2 | 0 | 4 | 1 | 0 | -1.0 | -4

Not all compounds are listed (hit frequency here may not be typical).
